# Peg3 imprint = induces erasure of genomic imprints in mouse ES cells; mouse ES Peg3-LacZ reporter, beta-gal luminescence, 40 h; Potency, µM (series often up to 60.7 µM), for inactives: top-dose activity change, positive = activation, usual class: activators; AID 1948; 110,000 tested, 0.02% active;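 further: 0% = negative control wells on the plate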
#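 Gelatin-coated wells received 300 freshly trypsinized female ES cells with a Peg3LacZ-Neo reporter on the maternal allele, then incubated 40 hours at 37C. BetaGlo was added for 5 minutes at room temperature before a single luminescence read.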
# IkB sig inh = suppresses IkB signaling in ABC-DLBCL reporter cells; ABC-DLBCL IkBa-CBG/CBR dual luciferase ratio, 4 h; response scale: scaled: untreated 0%, proteasome inhibitor 100%; AID 445; 110,000 tested, 0.04% active; Potency, µM (doses to about 57.1 µM), for the others: at the top dose IkBa stabilization activation; active means well fitted curve in the direction sought with a large enough effect in the signal ratio, not every such curve was filed as active; inconclusive means small, poorly fitted or top-dose-only effect, or a change in a side signal; the % refers to the signal ratio;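 further: the direction sought is a rising ratio; 0% = basal untreated cells and 100% = reference inhibitor full response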
#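 Curves were fitted separately to fusion (green), unfused (red) and ratio luminescence, then classed by r2, magnitude and activity. Cells: OCI-Ly3, 4 h compound plus doxycycline at 37C; 10 uM MG-132 defined full response.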
# p53ts 32C tox = cytotoxicity in p53ts cells at permissive temperature | H1299-p53A138V at 32C, ATP luminescence viability, 24 h | AID 924 | 130,000 tested, 0.93% active | Potency, µM (top dose mostly 46.1 µM), without a hit: at the highest dose activity change, negative = cytotoxicity, hits mostly cytotoxic;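 further: 0% = DMSO and -100% = full killing by reference compound; nearly all actives have a fitted effect of over 55% in size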
#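 Viability by ATPlite luminescence after 24 h compound treatment (up to 46 uM) at the permissive 32C. Cells are H1299 carrying p53 A138V. Scale runs from DMSO basal to 100 uM tamoxifen as full kill; AC50 from Hill fits.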
# p53ts 39C kill = cytotoxicity in p53ts cells at nonpermissive temperature. 130,000 tested, 1.5% active. Potency, µM (titrated, usually from 46.1 µM), for inactives: at the top dose activity change, negative = cell killing, usual class: cytotoxic. H1299-p53A138V viability at 39C, ATP luminescence, 24 h; further: nearly all actives have a fitted effect of over 55% in size
# * hit, by the source's call; ? = inconclusive; . = not tested or not shown; [ ] = another dose, or the depositor's remark. Unless noted, the call rests on the fitted dose curve; in most records, active means well fitted curve in the direction sought with a large enough effect; inconclusive means small, poorly fitted or top-dose-only effect, or another doubt; inactive means no such curve, though single readings can be large; an effect the other way counts as inactive or inconclusive. Unless noted, on the % scale 0 is the no-effect control and ±100 the full control effect; potency means the concentration at half of the fitted maximal effect. The order is random. Share with any hit: about 1.7%.
SMILES	Peg3 imprint	IkB sig inh	p53ts 32C tox	p53ts 39C kill
O=C(CSc1nc2[nH]ncc2c(=O)n1-c1ccccc1)N1CCCc2ccccc21	9%	0.7%	33%[activator]	65%[activator]
CCCC1=Nc2cc(C(=O)NCCc3ccc(OCC)cc3)ccc2Sc2ccccc21	-19%[10.9 µM]	?	13%	15%
CCc1ccc(NC(=O)c2sc3nc(C)c(C(=O)Nc4ccc(C)cc4C)c(-c4ccco4)c3c2N)cc1	-11%[10.9 µM]	?	-8%	2%
O=S(=O)(c1ccc(Sc2nnc3ccccn23)nc1)N1CCOCC1	-5%	-1.2%	1%	7%
Cc1ccc(C)c(N2CCN(c3nc4ccccc4c4nc(CCn5nc(C)cc5C)nn34)CC2)c1	11%[10.9 µM]	?	4%	-4%
Cc1c(NC(=O)c2cc3ccccc3o2)cccc1-c1nc2ccccc2o1	4%[10.9 µM]	?	-11%	-16%
CCOc1ccc(C(=O)NCC(C)CN(C)C)cc1OCC (stereo unspecified)	-2%	0.0%	-3%	10%
O=C(Nc1ccc2nc(SCC(=O)N3CCCC3)sc2c1)c1ccccc1	-15%[10.9 µM]	0.3%	-2%	3%
O=C(NC1=NCCS1)NC12CC3CC(CC(C3)C1)C2	-13%	6.5%	-6%	-3%
Cc1c(CNC(C)CCc2ccccc2)c(C(=O)O)c(C)n1Cc1ccc(F)cc1Cl (stereo unspecified)	18%[10.9 µM]	?	6%	-7%
Cc1cnc(C(=O)Nc2cccc3cccnc23)cn1	-23%	-3.5%	0%	10%
C=CCn1c(COc2ccc(CC)cc2)nnc1SC/C(O)=C(\C#N)c1nc2ccccc2[nH]1	-8%	?	2%	2%
CCc1c(C)nc(SCC(=O)Nc2ccc(Br)cc2)[nH]c1=O	-10%	5.7%	-10%	-14%
Cc1ccc(S(=O)(=O)N2CCN(C(=O)CSc3nc4ccccc4o3)C2)cc1	-12%	?	-16%	-8%
CCOCCOC(=O)C1=C(C)N(C)C(=O)NC1c1ccccc1F (stereo unspecified)	-12%	0.1%	0%	-6%
COc1ccccc1Nc1nn2c(=O)c3ccc(C(=O)NCCC4=CCCCC4)cc3nc2s1	-37%[inhibitor][10.9 µM]	?	5µM*	3.2µM*
COc1cccc(OC)c1Oc1ccc(C(F)(F)F)cn1	2%	0.7%	6%	-1%
CCOC(=O)Cc1csc(NC(=O)c2cccc(OC)c2)n1	-45%[inhibitor]	?	-1%	5%
COc1ccc(NC(=O)CSc2nnc(-c3nonc3NC(C)=O)n2-c2ccccc2)cc1	-12%[10.9 µM]	1.6%	9%	-10%
Cc1ccc(C(C(=O)NC2CCCC2)N2CCCCC2)cc1 (stereo unspecified)	-11%	-1.1%	-4%	4%
COc1ccc(NC(=O)CCc2c(C)nc3c(c2C)c(=O)n(C)c(=O)n3C)cc1OC	-12%[10.9 µM]	0.3%	3%	-9%
CCOc1ccc(CN2CCN(C(=O)c3ccccc3)CC2)cc1	-21%	-2.2%	6%	2%
CC(=O)c1cccc(NS(=O)(=O)c2cc3c(cc2C)N(C(C)=O)CCO3)c1	-19%[10.9 µM]	-3.1%	?	-28%
CCS(=O)(=O)N1CCCC(C(=O)NCc2cccnc2)C1 (stereo unspecified)	-4%	-0.1%	-4%	-10%
CCOc1cc(C(=O)N(C)Cc2cc3cc(OC)ccc3[nH]c2=O)cc(OCC)c1OCC	-8%	2.9%	-1%	9%
O=c1c2cc3c(cc2nc2sc(Nc4ccccc4)nn12)OCO3	-4%[10.9 µM]	-0.6%	13µM*	16µM*
Nc1ncnc2c1ncn2[C@@H]1O[C@H](COP(=O)(O)OP(=O)(O)O)[C@@H](O)[C@H]1O	-2%	.	18%	7%
CC1=C(C(=O)Nc2ccccc2)C(c2ccncc2)n2nc(SCc3ccccc3F)nc2N1 (stereo unspecified)	14%[10.9 µM]	4.0%	-7%	34%[activator]
Cc1ccc(N2CC(NC(=O)c3cc4ccccc4o3)CC2=O)cc1C (stereo unspecified)	-10%[10.9 µM]	0.6%	4%	10%
O=C(O)C1CCN(S(=O)(=O)c2ccc(Oc3ccccc3)cc2)CC1	-7%	1.2%	-9%	7%
O=C1CC(C(=O)N(c2cccc(F)c2)C(C(=O)NC2CCCC2)c2ccccn2)CS1 (stereo unspecified)	-5%	0.9%	3%	-4%
CCc1nnc(NC(=O)c2c(O)c3c([nH]c2=O)CCCC3)s1	.	.	-9%	11%
Cc1cc(NCCN2CCOCC2)n2c(nc3ccccc32)c1C#N	?	0.2%	7%	5%
Cc1ccccc1OCc1nc2c3cnn(-c4cccc(F)c4)c3ncn2n1	29%[10.9 µM]	-0.6%	8%	23%
Cc1nn(-c2ccccc2)c2sc(C(=O)Nc3cccc(Br)c3)cc12	-4%[10.9 µM]	?	-16%	-21%
CCc1cc2c(=O)c(-c3nc4ccccc4n3C)coc2c(CN2CCN(C)CC2)c1O	-12%	1.5%	4%	1%

# Compound profiles, from the list above. Values in the order: Peg3 imprint, IkB sig inh, p53ts 32C tox, p53ts 39C kill
# `O=C(O)C1CCN(S(=O)(=O)c2ccc(Oc3ccccc3)cc2)CC1` as listed: -7%, 1.2%, -9%, 7%
# `O=C1CC(C(=O)N(c2cccc(F)c2)C(C(=O)NC2CCCC2)c2ccccn2)CS1` (stereo unspecified) as listed: -5%, 0.9%, 3%, -4%

# (next part)
SMILES	Peg3 imprint	IkB sig inh	p53ts 32C tox	p53ts 39C kill
COc1ccc(CCNC(=O)c2c3c(nc4ccccc24)C(=O)N(C2CCCCC2)C3)cc1OC	-9%[10.9 µM]	-0.5%	-12%	-29%
NC(N)=N/N=C(\c1ccc(Cl)cc1)C1CC1	-3%[10.9 µM]	2.6%[11.4 µM]	-2%[9.22 µM]	-9%[9.22 µM]
O=C(Cc1cccs1)N1CCCC(c2nc3c(nnn3Cc3ccccc3Cl)c(=O)[nH]2)C1 (stereo unspecified)	12%	2.3%	10%	1%
COC(=O)c1ccc(NS(=O)(=O)c2ccc(SC)cc2)cc1	-6%	4.4%	14%	13%
COCCOCC(O)CN1CCN(c2ccc(C)cc2)CC1 (stereo unspecified)	-6%	-0.9%	-7%	-8%
COc1ccc(C)cc1S(=O)(=O)N(C)CC(=O)N1CCC(C)CC1	.	.	-1%	-6%
O=C(Nc1cc(-c2nc3ccccc3o2)ccc1Cl)c1ccc(Br)o1	-5%[10.9 µM]	5.3%	0%	-9%
O=C(c1cccc(F)c1)N1CCC[C@@]2(CCN(Cc3ccccc3)C2)C1	.	3.1%[11.4 µM]	-13%	-10%
Cc1cc(C(F)(F)F)nn1Cc1ccc(C(=O)NCc2ccco2)o1	-11%	1.6%	-9%	-3%
COc1ccccc1C1(CC(=O)O)CCOC(C(C)C)C1 (stereo unspecified)	16%	1.2%	-6%	9%
N[C@H](Cn1ccc(=O)n(Cc2ccccc2C(=O)O)c1=O)C(=O)O	-7%	0.5%	-10%	-10%
CC1CCN(CCCNC(=O)c2ccc(CS(=O)(=O)Cc3ccccc3F)o2)CC1	-15%	0.2%	9%	11%
Cc1cc(Nc2cccc(F)c2)n2ncnc2n1	-9%	-0.4%	-4%	4%
O=C(NCCc1ccccc1)C1(c2cccs2)CCOCC1	-11%[10.9 µM]	-1.9%	-3%	13%
O=C(O)c1cc2ccccc2c(Cc2cc3ccccc3c(C(=O)O)c2O)c1O (tested in a mixture with another compound)	-7%[16.8 µM]	0.5%[25.6 µM]	6%[20.6 µM]	-5%[20.6 µM]
CC1CCN(S(=O)(=O)c2ccc3c(c2)N(CC(=O)NCc2ccccc2Cl)C(=O)CO3)CC1	4%[10.9 µM]	2.1%	-2%	0%
Cc1ccc(NC(=O)c2cccc(NC(=O)N3CCSc4ncccc43)c2)cc1F	14%[10.9 µM]	?	-18%	-22%
Cc1nc2ccc(Cl)cc2[nH]1	-5%	3.0%	-16%[1.84 µM]	3%
O=C(CCc1ccccc1)NCc1ccc2c(c1)CCN2C(=O)c1ccc(Cl)cc1	-20%[10.9 µM]	0.1%	-13%	-17%
Cn1c(=O)c2c(nc(SCC(=O)Nc3ccccc3)n2Cc2ccccc2F)n(C)c1=O	7%[10.9 µM]	?	4%	-12%
Cc1cc(C)nc(SC(C)C(=O)Nc2ccc(S(N)(=O)=O)cc2)n1 (stereo unspecified)	0%	0.0%	8%	-2%
CCNc1sc(S(C)(=O)=O)nc1S(=O)(=O)c1ccc(C)cc1	19%[10.9 µM]	2.3%	5%	9%
O=c1c(-c2cccc(F)c2)nc2cncnc2n1-c1ccccc1	.	4.8%[11.4 µM]	1%	6%
CC(=O)N1CCC2(CCCN(c3ccncc3)C2)CC1	.	1.6%[11.4 µM]	-1%	1%

# Pulled by structure from the list above (2):
SMILES	Peg3 imprint	IkB sig inh	p53ts 32C tox	p53ts 39C kill
O=c1c(-c2cccc(F)c2)nc2cncnc2n1-c1ccccc1	.	4.8%[11.4 µM]	1%	6%
Cc1cc(C)nc(SC(C)C(=O)Nc2ccc(S(N)(=O)=O)cc2)n1 (stereo unspecified)	0%	0.0%	8%	-2%

# Continuation:
SMILES	Peg3 imprint	IkB sig inh	p53ts 32C tox	p53ts 39C kill
CCOc1ccccc1N(CC(=O)Nc1ccc2c(c1)OCO2)S(C)(=O)=O	-5%	2.8%	-3%	4%
CC1c2[nH]c3ccccc3c2CCN1S(C)(=O)=O (stereo unspecified)	-7%	1.6%	-4%	9%
COc1ccccc1C(=O)Nc1ccc(N2CCN(Cc3ccccc3)CC2)cc1	-16%	1.0%	-1%	0%
O=C(c1cccs1)N1CCN(Cc2ccncc2)CC1	?	2.4%	-5%	1%
O=C(COc1ccccc1O)Nc1ccccc1Cl	-19%	2.8%	-18%	-29%
Cc1cc(C)n(-c2nc3cc(Cl)ccc3nc2Nc2ccc(CC(=O)O)cc2)n1	8%[10.9 µM]	?	14%	-2%
Cc1ccc(C(=O)OC2=C(C(=O)c3ccccc3)N(C)S(=O)(=O)c3ccccc32)cc1	-9%[10.9 µM]	?	19%	36%[activator]
Cc1ccc2nc(N/N=C/c3ccccc3F)nc(-c3ccccc3)c2c1	.	.	3%	-17%
CCc1cccc(N2C(=O)N(Cc3c(F)cccc3Cl)c3ccccc3S2(=O)=O)c1	-15%[10.9 µM]	-0.8%	8%	8%
O=C1C=C(c2ccccc2)C[C@H](c2cccs2)[C@H]1n1cnc([N+](=O)[O-])c1	.	.	9%	-1%
Cc1cc(C(=O)OCC(=O)Nc2ccc(F)cc2F)c(C)o1	-7%	0.5%	-5%	5%
CCOC(=O)c1cnc2c(C)cccc2c1NCCc1ccc(OC)c(OC)c1	-15%[10.9 µM]	?	-10%	-9%
CC1(C(=O)NC2CCCCCCC2)CCC(=O)N1CCN1CCOCC1 (stereo unspecified)	0%	2.7%	10%	12%
COc1ccc(CC(=O)NC2CCN(CC(=O)Nc3ccc4c(c3)OCCO4)CC2)cc1OC	-15%	0.5%	1%	-7%
CC(=O)NC(Cc1ccccc1)C(=O)NC1CCN(C(=O)NC2CCCCC2)CC1 (stereo unspecified)	3%	-3.7%	-8%	-4%
O=C(NCC1CCCO1)c1coc2nc3ccccc3nc12 (stereo unspecified)	-84%[inhibitor]	11%	-10%	-9%
O=C(O)Cc1ccc(NC2(c3ccccc3)C(=O)c3ccccc3C2=O)cc1	-10%[10.9 µM]	-1.1%	-1%	-22%
Cc1ccc(NC2c3ncccc3C(=O)N2c2ccccc2C)cc1C (stereo unspecified)	-5%	0.7%	7%	7%
O=C(CCn1c(=O)c2cccn2c2cccnc21)NCc1ccc(Cl)cc1	-15%[10.9 µM]	-0.7%	8%	-1%
O=C1Nc2ccccc2C12OC1CCCCC1O2 (stereo unspecified)	-9%	-1.6%	7%	13%
CCOC(=O)N1CCC(Nc2c(NCCCN3CCN(c4ccc(OC)cc4)CC3)c(=O)c2=O)CC1	5%	-1.1%	-1%	-8%
Cc1cccc2nc(-c3cccc(NS(=O)(=O)c4ccccc4)c3)cn12	-6%[10.9 µM]	?	4%	-10%
Cc1cccc2cc(C#N)c(SCCN3CCCCC3)nc12	-9%	8.3%	-23%	?
Cc1nc2nc(NC(=O)c3ccccc3F)[nH]n2c(=O)c1Cl	9%[10.9 µM]	?	-1%	-5%
